From PubChem BioAssay
PKA-R2B act – activates the human PKA-R2B holoenzyme complex. P22694+P31323. PKA-R2B holoenzyme dissociation, Cy5-IP20 fluorescence polarization; R2B truncated from residue 108, S112A mutant; 0% DMSO only, 100% 113 µM cGMP. activation, % at 11.4 µM. 340,000 tested, 0.079% active. AID 504700;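 active means activation above a cutoff set at the mean over all compounds plus 3 SD, cut at about 18% in these data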;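 further: higher means more holoenzyme dissociation and a rise in polarization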
OPRM1-OPRD1 ag – OPRM1-OPRD1 heterodimerization agonism; activation, % at 9.3 µM; AID 504326; cells, luminescence; 340,000 tested, 0.3% active; P35372+P41143; in the data active means activation above about 18%;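 further: 0% = vehicle-treated cells and 100% = reference agonist; values of inactives mirror those of a sister screen read the other way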
Target sequence (P35372 whole entry, looked up): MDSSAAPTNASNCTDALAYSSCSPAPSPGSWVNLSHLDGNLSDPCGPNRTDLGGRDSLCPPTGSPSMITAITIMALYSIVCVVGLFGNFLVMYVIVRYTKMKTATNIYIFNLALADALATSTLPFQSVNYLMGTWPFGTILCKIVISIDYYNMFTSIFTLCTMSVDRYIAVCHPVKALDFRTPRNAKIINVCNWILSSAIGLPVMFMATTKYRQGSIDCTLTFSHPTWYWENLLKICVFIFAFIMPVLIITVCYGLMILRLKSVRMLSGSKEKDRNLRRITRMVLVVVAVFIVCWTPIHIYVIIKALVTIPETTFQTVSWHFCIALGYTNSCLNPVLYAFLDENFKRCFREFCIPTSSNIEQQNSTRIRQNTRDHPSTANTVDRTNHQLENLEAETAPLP
Target sequence (P41143 whole entry, looked up): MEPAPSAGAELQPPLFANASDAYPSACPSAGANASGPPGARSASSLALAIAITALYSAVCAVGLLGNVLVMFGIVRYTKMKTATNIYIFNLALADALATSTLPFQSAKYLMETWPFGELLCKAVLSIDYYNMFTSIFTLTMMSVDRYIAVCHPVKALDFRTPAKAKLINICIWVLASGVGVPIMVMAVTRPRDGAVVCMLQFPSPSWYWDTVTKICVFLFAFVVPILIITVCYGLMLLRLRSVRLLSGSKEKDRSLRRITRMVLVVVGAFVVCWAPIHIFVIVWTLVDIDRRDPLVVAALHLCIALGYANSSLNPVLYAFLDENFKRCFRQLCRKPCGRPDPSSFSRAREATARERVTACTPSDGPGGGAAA
Tat export inh – E. coli Tat transport inhibition. E. coli MC4100 TorA-mCherry Tat export, fluorescence. AID 488895. inhibition, % at 10 µM. 340,000 tested, 0.036% active;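 active means mean replicate inhibition at least 50% and at least half of replicates individually reaching 50%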;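 further: exported cargo escapes ClpAP degradation while cytoplasmic cargo is degraded and loses fluorescence; 0% = median of neutral control wells and 100% = median of NaSCN control wells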
phage Ecoli inh – E. coli growth loss with phage present; growth absorbance; inhibition, % at 11.9 µM; 360,000 tested, 0.26% active; AID 651602; in the data active means inhibition above about 11%
SUMO Mot1 rescue – SUMOylation pathway inhibition by Mot1-301 growth rescue | S. cerevisiae Mot1-301 growth rescue, ATP luminescence, 38.5C; percent above DMSO median, 100 means doubled | growth rescue, % at 18.8 µM | 320,000 tested, 1% active | AID 2716;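 active means every valid replicate shows activation above 250% relative to neutral control wells; inactive means the rest, any valid replicate at or below 250%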;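 further: OY570 slx delta 5 strain wells were the positive control but not used for scaling; some compounds called inactive have numbers as strong as hits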
AddAB inh – less growth of phage-infected E. coli with AddAB; AID 435030; 330,000 tested, 0.29% active; E. coli expressing H. pylori AddAB, absorbance growth; inhibition, % at 11.9 µM; in the data active means inhibition above about 12%;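 further: 0% = vehicle wells of infected cells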
MOR-DOR inv ag – mu-delta opioid heterodimer inverse agonism; 340,000 tested, 0.21% active; inhibition, % at 9.3 µM; cell-based MOR-DOR heterodimer luminescence; in the data active means inhibition above about 22%, passing the limit was not always enough;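 further: 0% = cells with DMSO and 100% = wells without cells with DMSO; values of inactives mirror those of a sister screen read the other way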
Ecoli viability – reduces bacterial viability in AddAB counter-screen. E. coli V3065 growth, OD600 absorbance, 18 h. 330,000 tested, 0.27% active. inhibition, % at 11.9 µM;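 active means inhibition above the campaign's mean inhibition across all tested compounds plus 3 SD, cut at about 9.9% in these data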;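 further: uninfected addAB+ strain grown without phage in ampicillin broth; 0% = DMSO wells and 100% = ciprofloxacin 0.95 µg/ml wells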
PKA-R1A act – activates the PKA-R1A holoenzyme complex; P00514+P68181; PKA-R1A dissociation, Cy5-IP20 fluorescence polarization; scaled: DMSO 0%, 113 µM cGMP 100%; activation, % at 11.4 µM; 340,000 tested, 0.083% active; AID 504707;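 active means percent activation above the mean of all tested compounds plus 3 SD, cut at about 19% in these data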;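 further: higher means more PKAc released from R1A so a rise in polarization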
HTR5A inv ctr – inverse agonist of human HTR5A in OPRM1-OPRD1 counter-screen; HTR5A cell line, luminescence, inverse agonism; inhibition, % at 9.3 µM; 340,000 tested, 0.083% active; AID 504634; in the data active means inhibition mostly above about 23%, no sharp cut-off; inactive means mostly below about 18%;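 further: 0% = cells with DMSO and 100% = no-cell wells with DMSO; some compounds called inactive have numbers as strong as hits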
Target sequence (P47898 whole entry, looked up): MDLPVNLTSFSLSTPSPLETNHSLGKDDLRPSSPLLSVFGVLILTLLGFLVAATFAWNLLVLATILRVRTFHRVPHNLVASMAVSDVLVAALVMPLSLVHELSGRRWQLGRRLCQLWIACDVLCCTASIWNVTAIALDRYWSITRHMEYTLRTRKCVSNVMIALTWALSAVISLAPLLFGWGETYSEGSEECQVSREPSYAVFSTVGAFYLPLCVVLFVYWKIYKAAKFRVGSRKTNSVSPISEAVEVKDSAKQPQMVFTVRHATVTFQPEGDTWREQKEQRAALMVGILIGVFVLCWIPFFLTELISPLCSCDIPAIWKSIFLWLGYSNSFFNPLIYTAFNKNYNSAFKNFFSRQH
PfHsp90 set2 – inhibits growth of yeast expressing Plasmodium falciparum Hsp90; 310,000 tested, 0.32% active; S. cerevisiae expressing PfHsp90, BacTiter-Glo ATP, 48 h; yeast lacking PDR1 and PDR3 efflux regulators; inhibition, % at 9.4 µM;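 active means every replicate shows inhibition above about 80%, whatever the replicate mean, limit read from the data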;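 further: 0% = DMSO neutral controls and 100% = 20 µM radicicol positive controls; yeast relying on Plasmodium falciparum Hsp90 in place of its own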
* hit, by the source's call.

Screening COc1ccccc1C(=O)NC(CCSC)C(=O)NNC(=O)c1ccccc1O (stereo unspecified) returned PKA-R2B act 4.7, OPRM1-OPRD1 ag -1.9, Tat export inh 3.4, phage Ecoli inh 11.7*, SUMO Mot1 rescue 1.2, AddAB inh 10.3, MOR-DOR inv ag 7.6, Ecoli viability 6.7, PKA-R1A act 0.2, HTR5A inv ctr -0.8 and PfHsp90 set2 -2.0.
For Cc1cc(C)c(C#N)c(SCC(=O)c2ccccc2)n1 the results were PKA-R2B act -2.7, OPRM1-OPRD1 ag -1.9, Tat export inh -1.1, phage Ecoli inh 4.9, SUMO Mot1 rescue -5.6, AddAB inh -1.2, MOR-DOR inv ag 12.1, Ecoli viability -2.8, PKA-R1A act -4.6, HTR5A inv ctr -2.6 and PfHsp90 set2 -10.8.
`O=C(CSc1nc2ccc(NC(=O)c3ccccc3C(=O)O)cc2s1)Nc1c(Cl)cccc1Cl` gave PKA-R2B act -5.7, OPRM1-OPRD1 ag 0.4, Tat export inh -1.6, phage Ecoli inh 0.1, SUMO Mot1 rescue 156.0, AddAB inh 4.2, MOR-DOR inv ag -2.5, Ecoli viability 0.6, PKA-R1A act 4.2, HTR5A inv ctr 15.2 and PfHsp90 set2 9.4.
COc1ccc(NC(=O)NCCCCc2ccccc2)cc1 was read as PKA-R2B act 4.5, OPRM1-OPRD1 ag 0.8, Tat export inh -1.3, phage Ecoli inh 2.1, SUMO Mot1 rescue 7.0, MOR-DOR inv ag -3.4, PKA-R1A act -3.8, HTR5A inv ctr 23.2 and PfHsp90 set2 43.3.
Screening CCOC(=O)C1(CCc2ccccc2)CCN(Cc2cnc(N(C)C)s2)CC1 returned PKA-R2B act -9.8, OPRM1-OPRD1 ag 5.2, Tat export inh -4.6, phage Ecoli inh 3.7, SUMO Mot1 rescue 13.4, AddAB inh 0.2, MOR-DOR inv ag -28.1, Ecoli viability 0.8, PKA-R1A act -11.6, HTR5A inv ctr -14.9 and PfHsp90 set2 -19.9.
Screening COc1cccc(N2CCN(C(=O)c3cccnc3)CC2)c1 returned PKA-R2B act -1.1, OPRM1-OPRD1 ag 0.5, Tat export inh -5.4, SUMO Mot1 rescue -11.0, AddAB inh 4.3, MOR-DOR inv ag -2.8, Ecoli viability 4.3, PKA-R1A act 2.3, HTR5A inv ctr -4.4 and PfHsp90 set2 11.2.
`Clc1ccc(Cl)c2sc(N3CCCC3)nc12` gave PKA-R2B act -5.3, OPRM1-OPRD1 ag 2.2, Tat export inh -10.1, phage Ecoli inh 1.7, SUMO Mot1 rescue 39.7, AddAB inh -0.2, MOR-DOR inv ag -13.7, Ecoli viability 0.6, PKA-R1A act -5.0, HTR5A inv ctr 4.8 and PfHsp90 set2 -43.8.
`COc1nc(NCCO)nc(Nc2cc(Cl)ccc2OC)n1` gave PKA-R2B act -11.1, OPRM1-OPRD1 ag -3.1, Tat export inh 0.1, phage Ecoli inh -1.1, SUMO Mot1 rescue -20.9, AddAB inh 4.5, MOR-DOR inv ag 14.3, Ecoli viability 0.2, PKA-R1A act -10.1, HTR5A inv ctr 5.1 and PfHsp90 set2 -2.1.
Cc1ccc2cc(CN(CC3CCCO3)C(=O)NC3CCCCC3)c(=O)[nH]c2c1C (stereo unspecified) was read as PKA-R2B act -1.2, OPRM1-OPRD1 ag 2.3, Tat export inh -2.6, phage Ecoli inh 1.2, SUMO Mot1 rescue -34.4, AddAB inh 0.1, MOR-DOR inv ag -11.9, Ecoli viability 0.9, PKA-R1A act -4.1, HTR5A inv ctr 12.4 and PfHsp90 set2 -49.9.
`c1ccc2c(c1)C(=NC1CCCCC1)NC2=NC1CCCCC1` gave PKA-R2B act -4.0, OPRM1-OPRD1 ag 1.7, Tat export inh -7.0, phage Ecoli inh 6.3, SUMO Mot1 rescue 32.1, AddAB inh 3.4, MOR-DOR inv ag -9.2, Ecoli viability 3.0, PKA-R1A act -3.2 and HTR5A inv ctr -21.5.
For Cc1cccc(C(=O)NCCc2csc(C)n2)c1 the results were PKA-R2B act -0.3, OPRM1-OPRD1 ag -0.9, Tat export inh 2.2, phage Ecoli inh 2.9, SUMO Mot1 rescue 4.5, AddAB inh 1.6, MOR-DOR inv ag 5.3, Ecoli viability -0.8, PKA-R1A act 6.4, HTR5A inv ctr -0.1 and PfHsp90 set2 4.0.
CCC(=O)NC(c1cccs1)c1cc([N+](=O)[O-])c2cccnc2c1O (stereo unspecified) was read as PKA-R2B act -10.6, OPRM1-OPRD1 ag -3.1, Tat export inh -2.2, phage Ecoli inh 3.3, SUMO Mot1 rescue 60.4, AddAB inh 5.8, MOR-DOR inv ag 13.8, Ecoli viability -2.8, PKA-R1A act -2.8, HTR5A inv ctr 25.9 and PfHsp90 set2 2.2.
Screening CCCn1c(C)cc(/C=C(\C#N)C(=O)OCC(=O)NC(=O)NCC)c1C returned PKA-R2B act -7.0, OPRM1-OPRD1 ag -2.0, Tat export inh 3.4, phage Ecoli inh 1.1, SUMO Mot1 rescue 9.4, AddAB inh 2.7, MOR-DOR inv ag 9.4, Ecoli viability -1.6, PKA-R1A act -3.5 and HTR5A inv ctr -10.0.
For CCCCOCCCN1CC(=O)N2C(C)c3[nH]c4ccccc4c3C[C@H]2C1=O (stereo partly specified) the results were PKA-R2B act -10.6, OPRM1-OPRD1 ag -3.5, Tat export inh 2.1, phage Ecoli inh -0.3, SUMO Mot1 rescue 171.4, AddAB inh 0.1, MOR-DOR inv ag 16.1, Ecoli viability -0.3, PKA-R1A act -7.0, HTR5A inv ctr -8.0 and PfHsp90 set2 22.1.
For COc1ccc(OC)c(C2=C/C(=C/c3ccccn3)C(=O)O2)c1 the results were PKA-R2B act 3.8, OPRM1-OPRD1 ag -2.6, Tat export inh -11.5, phage Ecoli inh 5.2, SUMO Mot1 rescue -3.0, AddAB inh 2.2, MOR-DOR inv ag 14.4, Ecoli viability 2.4, PKA-R1A act -3.7, HTR5A inv ctr 0.9 and PfHsp90 set2 -19.7.
For O=C(CN(c1ccccn1)S(=O)(=O)c1ccc(F)cc1)Nc1ccc(F)cc1F the results were PKA-R2B act 0.4, OPRM1-OPRD1 ag -3.9, Tat export inh -3.3, phage Ecoli inh 4.0, SUMO Mot1 rescue 693.7, AddAB inh 3.6, MOR-DOR inv ag 19.1, Ecoli viability 2.9, PKA-R1A act 4.0, HTR5A inv ctr -5.3 and PfHsp90 set2 2.9.
`O=C(CC(=O)c1ccccc1)CS(=O)(=O)c1ccccc1` gave PKA-R2B act -6.1, OPRM1-OPRD1 ag -1.6, Tat export inh -6.1, phage Ecoli inh -0.2, MOR-DOR inv ag 7.8, PKA-R1A act 9.0, HTR5A inv ctr -8.0 and PfHsp90 set2 -15.9.
`CCC(Cc1ccccc1)NC(=O)c1ccc2nc(N3CCOCC3)sc2c1` (stereo unspecified) gave PKA-R2B act 1.9, OPRM1-OPRD1 ag -0.3, Tat export inh -10.6, phage Ecoli inh 2.2, SUMO Mot1 rescue 21.2, AddAB inh 0.6, MOR-DOR inv ag 1.6, Ecoli viability -0.5, PKA-R1A act 0.0, HTR5A inv ctr 0.2 and PfHsp90 set2 11.1.
`CC(=O)c1ccc(O)c(CC=C(C)C)c1` gave PKA-R2B act 8.7, OPRM1-OPRD1 ag -0.3, Tat export inh 2.6, phage Ecoli inh 7.8, SUMO Mot1 rescue 8.5, AddAB inh 5.0, MOR-DOR inv ag 1.6, Ecoli viability 1.7, PKA-R1A act 5.0, HTR5A inv ctr 9.5 and PfHsp90 set2 -19.0.
`COc1cccc(NC(=O)C(=O)NCCCN2CCCC2=O)c1` gave PKA-R2B act 20.3*, OPRM1-OPRD1 ag -3.6, Tat export inh 1.9, phage Ecoli inh 1.3, SUMO Mot1 rescue -5.7, AddAB inh 3.1, MOR-DOR inv ag 17.5, Ecoli viability 3.5, PKA-R1A act 8.7, HTR5A inv ctr -5.9 and PfHsp90 set2 17.2.
Screening Cc1ccc2c(c1)cc(C(=O)N[C@@H](Cc1ccccc1)C(=O)O)n2C returned PKA-R2B act -2.8, OPRM1-OPRD1 ag 1.7, Tat export inh -0.6, phage Ecoli inh -1.9, SUMO Mot1 rescue -7.9, MOR-DOR inv ag -7.5, PKA-R1A act -0.5, HTR5A inv ctr 5.8 and PfHsp90 set2 -1.7.
Screening CCOc1ccccc1N1CC(C(=O)N2CCc3ccccc3C2)CC1=O (stereo unspecified) returned PKA-R2B act -6.5, OPRM1-OPRD1 ag -3.2, Tat export inh -2.2, phage Ecoli inh 1.1, SUMO Mot1 rescue 162.3, AddAB inh 1.6, MOR-DOR inv ag 13.3, Ecoli viability -1.8, PKA-R1A act -0.3, HTR5A inv ctr 11.8 and PfHsp90 set2 -4.1.
O=C(C1CCCN(S(=O)(=O)c2ccccc2)C1)N1CCCc2ccccc21 (stereo unspecified) was read as PKA-R2B act -7.1, OPRM1-OPRD1 ag 1.2, Tat export inh 4.3, phage Ecoli inh 1.5, SUMO Mot1 rescue -15.6, AddAB inh -0.8, MOR-DOR inv ag -6.0, Ecoli viability -1.8, PKA-R1A act -7.0, HTR5A inv ctr 11.0 and PfHsp90 set2 1.1.
`O=C1c2[nH]nc(-c3ccccc3O)c2C(c2ccccc2)N1Cc1ccco1` (stereo unspecified) gave PKA-R2B act 1.4, OPRM1-OPRD1 ag 8.1, Tat export inh -3.3, phage Ecoli inh 1.7, SUMO Mot1 rescue -5.6, AddAB inh 3.8, MOR-DOR inv ag -47.6, Ecoli viability 0.6, PKA-R1A act -11.3 and HTR5A inv ctr -18.4.
Screening Cc1ccc(NC(=O)Cn2nnc(-c3ccc4c(c3)OCO4)n2)cc1F returned PKA-R2B act -6.9, OPRM1-OPRD1 ag 3.2, Tat export inh 1.0, phage Ecoli inh 1.8, SUMO Mot1 rescue -13.7, AddAB inh 3.7, MOR-DOR inv ag -20.6, Ecoli viability 1.1, PKA-R1A act 9.9, HTR5A inv ctr 0.5 and PfHsp90 set2 -11.6.
`O=C(CCl)N1c2ccccc2Sc2c1ccc1ccccc21` gave PKA-R2B act -10.5, OPRM1-OPRD1 ag 4.6, Tat export inh -11.9, phage Ecoli inh 0.0, MOR-DOR inv ag -23.6, PKA-R1A act -1.2, HTR5A inv ctr -7.8 and PfHsp90 set2 -80.1.
`Cc1nn(CC(=O)NC(C)C)c(C)c1[N+](=O)[O-]` gave PKA-R2B act 4.6, OPRM1-OPRD1 ag -0.5, Tat export inh -5.1, phage Ecoli inh 2.6, SUMO Mot1 rescue -9.7, AddAB inh 0.6, MOR-DOR inv ag 2.4, Ecoli viability -1.4, PKA-R1A act 0.7, HTR5A inv ctr -12.4 and PfHsp90 set2 -4.3.
COc1cccc(CNC(=O)CCS(=O)(=O)c2ccc3c(c2)NC(=O)CS3)c1 was read as PKA-R2B act 0.8, OPRM1-OPRD1 ag -2.1, Tat export inh -5.5, phage Ecoli inh -1.3, SUMO Mot1 rescue -7.6, AddAB inh 1.9, MOR-DOR inv ag 10.3, Ecoli viability 1.3, PKA-R1A act 3.3, HTR5A inv ctr 10.1 and PfHsp90 set2 12.4.
`O=C(CSc1nnnn1-c1cccc(F)c1)NC1CC1` gave PKA-R2B act -6.0, OPRM1-OPRD1 ag -0.9, Tat export inh -3.8, phage Ecoli inh 3.6, SUMO Mot1 rescue -5.1, AddAB inh -2.5, MOR-DOR inv ag 4.8, Ecoli viability -1.7, PKA-R1A act -1.0, HTR5A inv ctr -3.7 and PfHsp90 set2 0.9.
